# aSyn yeast rescue: alpha-synuclein toxicity suppression in yeast; S. cerevisiae alpha-synuclein toxicity rescue, BacTiter-Glo growth, 24 h; Potency, µM (highest dose often 46.1 µM), inactives show top-dose growth rescue (activation), hits mostly activators; 94,000 tested, 0.02% active; AID 1347070; active = well fitted activation curve with a large enough effect; inconclusive = small, poorly fitted or top-dose-only effect; also: 0% is about no effect
#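 Growth restoration measured by BacTiter-Glo luminescence after 24 hr at 30 deg C; alpha-synuclein yeast, raffinose-pregrown to mid-log, were added at OD600=0.02 in galactose medium onto pinned compounds.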
# * hit, by the source's call; ? = inconclusive; [ ] = remark or other dose. Potency is read from the fitted curve at half-maximal effect. These rows are one share of the data; the hit share may differ from the screen's.
# Sample of the layout:
SMILES,aSyn yeast rescue
Cc1cccc(N2CCN(C(=O)c3cnn(-c4cccc(Cl)c4C)c3C3CCNCC3)CC2)c1C,1%
Cc1ccc(-c2nc3n(n2)C(=O)CC(c2ccc(Cl)cc2)S3)cc1 (stereo unspecified),0%
Cc1cc2c(c(=O)o1)C(CCC1CCCCC1)C(C#N)=C(N)O2 (stereo unspecified),13%
CSc1ccccc1NC(=O)CN(C)C(=O)Cc1c[nH]c2ccccc12,12%
Cc1cccc(NC(=O)Cn2cc(S(=O)(=O)Cc3ccccc3Cl)c3ccccc32)c1,-8%
CC(C)C(=O)N1c2ncnn2C2(CCCCC2)[C@@H]2CCCC[C@@H]21,-10%
CCOC(=O)c1sc(=S)n(-c2ccccc2)c1N(C(C)=O)C(C)=O,-23%
COc1cc(OC)c(C(=O)OC(C)C(=O)Nc2cc(C(F)(F)F)ccc2Cl)cc1OC (stereo unspecified),-1%
CCN1CCN(c2nc3c(c(=O)[nH]c(=O)n3C)n2CCCc2ccccc2)CC1,-9%
O=C(NCCSc1c(-c2ccc(Cl)cc2)[nH]c2ccccc12)c1ccc(S(=O)(=O)N2CCOCC2)cc1,-4%
Cc1ccc(-c2nnc(SCC(=O)NC3CCS(=O)(=O)C3)nc2-c2ccc(C)cc2)cc1 (stereo unspecified),-2%
CC(=O)Nc1ccc(NC(=O)CC2Sc3ccccc3NC2=O)cc1 (stereo unspecified),-8%
CCOc1ccc(OCC)c(NS(=O)(=O)c2cc(Br)cc3c2N(C(C)=O)C(C)C3)c1 (stereo unspecified),-13%

# Results, from the start:
SMILES,aSyn yeast rescue
Cc1cccc(N2CCN(C(=O)c3cnn(-c4cccc(Cl)c4C)c3C3CCNCC3)CC2)c1C,1%
Cc1ccc(-c2nc3n(n2)C(=O)CC(c2ccc(Cl)cc2)S3)cc1 (stereo unspecified),0%
Cc1cc2c(c(=O)o1)C(CCC1CCCCC1)C(C#N)=C(N)O2 (stereo unspecified),13%
CSc1ccccc1NC(=O)CN(C)C(=O)Cc1c[nH]c2ccccc12,12%
Cc1cccc(NC(=O)Cn2cc(S(=O)(=O)Cc3ccccc3Cl)c3ccccc32)c1,-8%
CC(C)C(=O)N1c2ncnn2C2(CCCCC2)[C@@H]2CCCC[C@@H]21,-10%
CCOC(=O)c1sc(=S)n(-c2ccccc2)c1N(C(C)=O)C(C)=O,-23%
COc1cc(OC)c(C(=O)OC(C)C(=O)Nc2cc(C(F)(F)F)ccc2Cl)cc1OC (stereo unspecified),-1%
CCN1CCN(c2nc3c(c(=O)[nH]c(=O)n3C)n2CCCc2ccccc2)CC1,-9%
O=C(NCCSc1c(-c2ccc(Cl)cc2)[nH]c2ccccc12)c1ccc(S(=O)(=O)N2CCOCC2)cc1,-4%
Cc1ccc(-c2nnc(SCC(=O)NC3CCS(=O)(=O)C3)nc2-c2ccc(C)cc2)cc1 (stereo unspecified),-2%
CC(=O)Nc1ccc(NC(=O)CC2Sc3ccccc3NC2=O)cc1 (stereo unspecified),-8%
CCOc1ccc(OCC)c(NS(=O)(=O)c2cc(Br)cc3c2N(C(C)=O)C(C)C3)c1 (stereo unspecified),-13%
O=C(CSc1nc2ccccc2nc1Cc1ccccc1)N1CCN(c2ccccc2)CC1,?
Cc1cccc(NC(=O)CNC(=O)c2cc(S(=O)(=O)N(C)C)ccc2N2CCCC2)c1C,-7%
Cc1cccc(C(=O)Nc2ccc(C(=O)N/N=C/c3cccc(C)n3)cc2)c1,-4%
COc1cc(Nc2nc(SCc3cccc(Cl)c3)nc3ccccc23)cc(OC)c1,-6%
CCOC(=O)C1(Cc2ccccc2C)CCCN(C(=O)c2ccc(C(C)=O)s2)C1 (stereo unspecified),2%
O=C(CN1CCN(C(=O)CCC(=O)N2CCC(c3ccccc3)=N2)CC1)Nc1ccc(F)cc1,-18%
O=C(COc1ccc(Cl)cc1)NCC(c1ccco1)S(=O)(=O)c1ccccc1 (stereo unspecified),-15%
Cc1cccc(C)c1OC(=O)CSc1nnc(-c2cccs2)o1,4%
O=C(Nc1nnc(C2CCCCC2)s1)C1CC(=O)N(c2ccc(F)cc2)C1 (stereo unspecified),8%
CCCC(O)(c1ccc(Br)cc1)C(CN1CCOCC1)c1ccc(Cl)cc1 (stereo unspecified),3%
O=C(CN1C(=O)C2CCCCN2c2ccc(C(=O)N3CCCC3)cc21)NCc1cccc(F)c1 (stereo unspecified),5%
CCC1CCCCN1C(=O)CSC1=NN2CCCC(=O)N=C2S1 (stereo unspecified),2%
COc1cc(/C=N/N2CCOCC2)ccc1OC(=O)c1ccco1,-14%
O=C(O)c1ccc(/C=C2\CCCc3c2nc2ccccc2c3C(=O)O)cc1,1%
COc1cccc(C(C(=O)NCc2ccccc2)N(C(=O)c2csnn2)C2CC2)c1 (stereo unspecified),-3%
CCCCOc1ccc(C(C)NC(=O)CN2C(=O)CSc3ccc(S(=O)(=O)N4CCOCC4)cc32)cc1 (stereo unspecified),5%
CCCc1cc(C(=O)NCc2cccs2)no1,3%
CCCOc1ccc(C(=O)Nc2cccc(-c3nc4ccccc4[nH]3)c2)cc1,-48%[inhibitor]
CCOc1ccc(NS(=O)(=O)c2cc(C(=O)N(CC)CC(=O)NCc3cccs3)ccc2C)cc1,-7%
CCOC(=O)N1CCC(NC(=O)C(NS(=O)(=O)c2ccc3c(c2)CCN3C(=O)CC)C(C)C)CC1 (stereo unspecified),6%
COCCCN1C(=O)C(CC(=O)NC2CCCCC2)CC(C(=O)N2CCOCC2)=C1C (stereo unspecified),2%
COc1ccc(OC)c(CNS(=O)(=O)c2c(C(=O)N3CCCCCC3)c(C)n(C)c2C)c1,-5%
CCOC(=O)CCCCCC(=O)Nc1ccc2c(c1)C(=O)N([C@@H](C)CO)C[C@H](C)[C@H](CN(C)C(=O)Nc1ccc(F)cc1)OCCCC[C@H](C)O2,-6%
CCC(C)NC(=S)N1CCN(Cc2ccc3c(c2)OCO3)CC1 (stereo unspecified),-14%
CCCCn1c(N)c(N(CC(C)C)C(=O)c2cccc(S(=O)(=O)N3CCN(C(C)=O)CC3)c2)c(=O)[nH]c1=O,-1%
Cc1ccc(-c2nc(C)c(CCNS(=O)(=O)c3ccccc3F)s2)cc1,?
CCc1ccccc1OCC(=O)Nc1cc(S(=O)(=O)N2CCOCC2)ccc1N1CCCCC1,0%
Cc1cn([C@H]2C[C@H](O)[C@@H](CNS(=O)(=O)c3ccc(NS(=O)(=O)N(C)C)cc3)O2)c(=O)[nH]c1=O,-3%
COc1ccccc1CNC(=O)C(=O)Nc1nccs1,-2%
Cc1ccc(Nc2ncnc3sc4c(c23)CCC(C)C4)cc1C (stereo unspecified),0%
N=c1n(Cc2ccccc2)c2ccccc2n1CC(O)COc1ccc(Cl)cc1Cl (stereo unspecified),-23%
CCOC(=O)c1ccc(N2CCN(c3cccc(Cl)c3)CC2)c(NC(=O)Nc2ccc(OC)cc2OC)c1,-5%
CCCC(C(=O)NC(C)(C)C)N(Cc1ccccc1)C(=O)c1snc(C(N)=O)c1N (stereo unspecified),-3%
O=C(CN1C(=O)COc2ccc(S(=O)(=O)N3CCCCCC3)cc21)N1CCN(c2cccc(Cl)c2)CC1,-2%
COc1cc(Cl)cc(/C=N/NC(N)=O)c1O,0%
CC(=O)c1cccc(NC(=O)CSc2ncc3c(n2)-c2cc(Cl)ccc2N(Cc2ccccc2)S3(=O)=O)c1,5%
O=C(Nc1ccc(Oc2ccc(C(F)(F)F)cn2)c(Cl)c1)C1CC1,-11%
COc1cc(-c2nc(-c3ccccc3)c(-c3ccc(Br)cc3)[nH]2)cc(OC)c1O,0%
Cc1ccc(/C=C/c2onc(C)c2S(=O)(=O)N2CCC(C(=O)N3CCOc4ccc(C)cc43)CC2)cc1,3%
Cc1cc(C)cc(S(=O)(=O)c2cnc3ccccc3n2)c1,-6%
Cc1cccc(NS(=O)(=O)c2ccc(C)c(C(=O)NCC(c3ccco3)N3CCCCC3)c2)c1 (stereo unspecified),5%
CCn1cc(C(=O)NCCCOC(C)C)c(=O)c2cc(S(=O)(=O)N3CCOCC3)ccc21,-6%
COc1ccc(S(=O)(=O)N2CCN(C(=O)C3CCC3)CC2)cc1,-9%
CCOC(=O)c1c(-c2ccccc2)oc2ccc(OC(C)C(=O)O)cc12 (stereo unspecified),4%
O=C(NCCCCCCNC(=O)c1cncc(O)c1)c1cncc(O)c1,-11%
Cc1cccc(Cn2nnc3c(=O)[nH]c(C4CCCN(C(=O)c5ccc(C(C)(C)C)cc5)C4)nc32)c1 (stereo unspecified),-9%
Cc1ccc(S(=O)(=O)c2nnn3c2nc(N2CCN(c4ccccc4F)CC2)c2cc(Cl)ccc23)cc1C,-3%
# The list goes on:
SMILES,aSyn yeast rescue
COc1ccc(Cl)cc1NC(=O)CN1C(=O)C(=O)N(C2CCCC2)C1=O,5%
Cc1ccc([C@H]2C[C@@H](O)[C@H](n3cc(COC(=O)c4ccccc4)nn3)CN2C(=O)C2CCCCC2)cc1,9%
O=C(Cn1cnnn1)Nc1cccc(S(=O)(=O)N2CCCCC2)c1,8%
O=C(O)/C=C/C(=O)Nc1nccs1,-6%
CCn1ccc2cc(S(=O)(=O)N3CCC(C(=O)NCCc4ccc(SC)cc4)CC3)ccc21,-1%
CCOc1ccc(C(=O)c2c(N)c(-c3nc(-c4ccc(OCC)cc4)cs3)c3ccccn23)cc1,4%
Cc1ccc(NC(=O)CCCn2c(=O)c3cccn3c3cccnc32)c(Cl)c1,-5%
Cc1nnc(SCC(=O)Nc2cc(S(C)(=O)=O)ccc2Cl)n1Cc1ccccc1,0%
C/C(=N\NC(=S)Nc1ccc(C)cc1)c1cc2ccccc2o1,-2%
O=C(/C=C/c1ccccc1Cl)Nc1cccc(S(=O)(=O)NC2=NCCCCC2)c1,-14%
Cc1cc(C)cc(NC(=O)C(OC(=O)c2ccc(NC(=O)CC#N)cc2)c2ccccc2)c1 (stereo unspecified),10%
COc1ccc(NC(=O)CSc2nc3ncccc3[nH]2)c(OC)c1,-8%
O=C(NCC(c1cccnc1)N1CCc2ccccc21)C(=O)Nc1ccccc1F (stereo unspecified),3%
Cc1c(NC(=O)CSc2ccccc2F)c(=O)n(-c2ccccc2)n1C,-7%
CC(C)NC(=S)Nc1cccc2cnccc12,-2%
COc1ccc(C2=CC(c3cc(Br)ccc3F)n3c(nc4ccccc43)N2)cc1 (stereo unspecified),-23%
COc1ccc(CNC(=O)CN(C)Cc2ccc(SC)cc2)cc1,1%
Cc1cc(C)cc(NC(=O)CCc2c(C)nc3c(c2C)c(=O)n(C)c(=O)n3C)c1,-5%
Cc1ccccc1NC(=O)Cc1nc(COC(=O)c2ncc(Cl)c(Cl)c2Cl)cs1,4%
Cc1ccccc1NC(=O)Cn1cc(S(=O)(=O)N2CCCC2)c(S(=O)(=O)N2CCCC2)c1,1%
COc1ccc(NC(=O)CN(Cc2ccccc2)S(=O)(=O)c2ccc3nc(C)sc3c2)cc1,-15%
O=C(COCc1cc(-c2cccs2)on1)Nc1cccc(Cl)c1Cl,18%
CCN1CCN(c2ccc(N3CCN(S(=O)(=O)c4cccc([N+](=O)[O-])c4)CC3)nn2)CC1,3%
CCOC(=O)c1ccc(NC(=O)CCCn2c(=O)c3cccn3c3cccnc32)cc1,-16%
Cc1cc(C)c2c(=O)c3c(oc2c1)C(=O)N(Cc1ccco1)C3c1ccccc1F (stereo unspecified),-4%
CCCS(=O)(=O)N1CCCC(C(=O)NCCCOC)C1 (stereo unspecified),2%
C[C@H]1O[C@H](O[C@H]2[C@H](O[C@@H]3CC[C@@]4(C)C(CC[C@]5(C)C4CC=C4[C@@H]6CC(C)(C)CC[C@]6(C(=O)O[C@@H]6O[C@H](CO)[C@@H](O)[C@H](O)[C@H]6O)CC[C@]45C)C3(C)C)O[C@H](C(=O)O)[C@@H](O)[C@@H]2O)[C@@H](O)[C@@H](O)[C@@H]1O (stereo partly specified),2%
NC1=NC(c2ccc([N+](=O)[O-])cc2)N(c2ccc(F)cc2)C(N)=N1 (stereo unspecified),-6%
NS(=O)(=O)c1ccc(NC(=O)/C=C/c2cccs2)cc1,-3%
O=C(Nc1ccc(Cl)cc1Cl)c1cc(S(=O)(=O)N2CCN(c3ccccc3F)CC2)ccc1F,-1%
O=C1CCCN=C(Nc2ccc(F)c(Cl)c2)S1,7%
COCCCNC(=O)c1sc2nc(C)c(C(=O)Nc3ccc(Cl)cc3)c(-c3ccc(Br)cc3)c2c1N,0%
Cc1cccnc1CN1CCN(Cc2nc(Cc3cccc(F)c3)no2)CC1,-11%
COc1cccc(-n2c(-c3ccco3)nc3c(cnn3-c3ccc(Cl)cc3)c2=O)c1,20%
O=C(CCCn1c(=S)[nH]c2cc3c(cc2c1=O)OCO3)NCCc1ccc(Cl)cc1,-2%
CC1CCN(S(=O)(=O)c2ccc3c(c2)N(CC(=O)N(C)Cc2ccccc2)C(=O)CO3)CC1,-8%
O=C(Nc1ncc(Br)s1)C(Cc1ccccc1)n1cccc1 (stereo unspecified),2%
COc1ccc(NC(=O)CN(C)C(=O)c2cccc(-n3cccc3)c2)cc1,0%
Cc1c(NS(C)(=O)=O)cccc1-c1nc2cccnc2s1,-12%
CCc1ccc(OCCn2c(C3CC(=O)N(Cc4ccc(F)cc4)C3)nc3ccccc32)cc1 (stereo unspecified),-13%

# Brought forward from above: 2 entries, followed by the next part.
SMILES,aSyn yeast rescue
Cc1c(NS(C)(=O)=O)cccc1-c1nc2cccnc2s1,-12%
CCc1ccc(OCCn2c(C3CC(=O)N(Cc4ccc(F)cc4)C3)nc3ccccc32)cc1 (stereo unspecified),-13%
O=C(CCn1c(=O)c2ccccc2n(Cc2cccc(F)c2)c1=O)NCc1ccc2c(c1)OCO2,3%
CC(=O)NC(C(=O)OCC(=O)N(c1ccccc1)c1ccccc1)C(C)C (stereo unspecified),2%
Nc1ccc(C(=O)O)cc1S(=O)(=O)O,0%
COc1ccc(N2C[C@H](C)[C@@H](CC(=O)Nc3ccccc3)C2=O)cc1,3%
COc1ccc(C=O)cc1COc1ccc2c(c1)OCO2,16%

# Assay outcomes: PubChem BioAssay, National Center for Advancing Translational Sciences (NCATS)
